# KB-V1 cytotox – kills drug-selected multidrug resistant KB-V1 cells; Potency, µM (series often up to 46.1 µM), for inactives: top-dose activity change, negative = cytotoxicity, actives largely listed as cytotoxic; KB-V1 MDR cells viability, CellTiter-Glo, 72 h; AID 1347076; hit rate 3.4% among 400,000; also: % is scaled to controls: 0 for no effect and ±100 for the full control effect; nearly all actives have a fitted effect of over 60% in size
#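 Following 72 h at 37 degrees C with compound, KB-V1 cell viability was read by CellTiter-Glo luminescence, medium being phenol-red-free DMEM plus 10% FBS; concentration-response parameters came from normalized, curve-fitted qHTS data.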
# GLP1R ag – activates the human GLP-1 receptor | P43220 | HEK293 GLP-1R CRE-luciferase, luminescence, 4-6 h; cells express a hypersensitive GLP-1R form | Potency, µM (series often up to 45.6 µM), for inactives: at the highest dose activation, most hits filed as activators | hit rate 0.007% among 380,000 | AID 624172; also: % of control where 0% means no effect
# Target sequence (P43220 whole entry, looked up): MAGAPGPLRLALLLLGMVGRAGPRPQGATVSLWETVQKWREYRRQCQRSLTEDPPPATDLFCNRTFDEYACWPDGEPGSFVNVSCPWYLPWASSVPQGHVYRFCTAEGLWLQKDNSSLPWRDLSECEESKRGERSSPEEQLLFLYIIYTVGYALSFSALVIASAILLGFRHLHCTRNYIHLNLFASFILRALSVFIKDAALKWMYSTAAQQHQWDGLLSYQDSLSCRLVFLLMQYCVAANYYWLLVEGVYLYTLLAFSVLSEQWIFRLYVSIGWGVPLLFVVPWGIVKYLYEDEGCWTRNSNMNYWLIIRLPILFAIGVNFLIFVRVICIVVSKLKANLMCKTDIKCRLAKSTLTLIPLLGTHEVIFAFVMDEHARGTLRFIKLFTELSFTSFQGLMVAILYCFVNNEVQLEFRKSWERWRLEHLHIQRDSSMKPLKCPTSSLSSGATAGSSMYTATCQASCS
# HT1080 IDH1KD tx – kills HT-1080 cells with IDH1 knockdown. hit rate 2% among 360,000. HT-1080 IDH1 knockdown viability, ATP luminescence, 48 h. Potency, µM (top dose mostly 46.1 µM), inactives show top-dose activity, negative = toxicity, hits mostly cytotoxic. AID 686971;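 also: 0% = DMSO wells and -100% = cell-free medium wells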
#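 CellTiter-Glo luminescence after 48 h compound exposure at 37 degrees C of IDH1-knockdown HT-1080 cells in 5% FBS RPMI. %Activity scaled between DMSO wells and cell-free media wells, with curves fitted and assigned curve classes.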
# TDP-43 yeast inh – TDP-43 toxicity inhibition in yeast. AID 652104. TDP-43 expressing yeast growth rescue, BacTiter-Glo, 24 h. Potency, µM (top dose mostly 46.1 µM), without a hit: at the top dose growth rescue (activation), hits mostly activators. hit rate 1.8% among 410,000; also: % of control where 0% means no effect; nearly all actives have a fitted effect of over 50% in size
#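 Yeast expressing TDP-43 (pregrown in raffinose, seeded at OD600=0.02 in galactose medium) exposed to compounds 24 hr at 30 deg C. Growth read by BacTiter-Glo luminescence; rescue of toxicity appears as increased signal.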
# HT1080-NT tox – kills 2HG-producing HT-1080-NT fibrosarcoma cells. HT-1080-NT fibrosarcoma viability, CellTiter-Glo ATP luminescence, 48 h. Potency, µM (doses to about 46.1 µM), for the others: at the top dose activity, negative = less viability, hits mostly cytotoxic. hit rate 1.6% among 360,000;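 also: NT is the 2HG producing partner of a matched IDH1 knockdown line; 0% = DMSO-treated cells and -100% = media-only wells without cells; nearly all actives have a fitted effect of over 55% in size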
#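 750 cells/well, RPMI + 5% FBS; 2 h settle, compound pin-transfer, 48 h at 37 degrees C. CellTiter-Glo 10 min RT, luminescence. Normalized to DMSO and media-only wells.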
# KB-3-1 cytotox – KB-3-1 parental cell cytotoxicity | KB-3-1 viability, CellTiter-Glo ATP luminescence, 72 h | Potency, µM (titrated, usually from 46.1 µM), for the others: at the top dose activity change, negative = cytotoxic, most hits filed as cytotoxic | hit rate 1.4% among 400,000; also: % is scaled to controls: 0 for no effect and ±100 for the full control effect; nearly all actives have a fitted effect of over 60% in size
#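 KB-3-1 parental drug-naive adenocarcinoma cells in DMEM/10% FBS, incubated 72 h at 37 C with pin-transferred compounds across a concentration series. Viability by CellTiter-Glo luminescence; concentration-response curves fitted after normalization.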
# SW480 rereplic – DNA re-replication induction in SW480 cells; SW480 DNA re-replication, Hoechst DNA content imaging, 48 h; hit rate 1.8% among 340,000; Potency, µM (highest dose often 46.1 µM), without a hit: at the top dose re-replication activation, hits mostly activators; AID 624297; also: % of control where 0% means no effect; nearly all actives have a fitted effect of over 55% in size
#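 Cells (250 per well) received 23 nL compound or DMSO by pin tool and were kept 48 hr at 37 C, 5% CO2. Nuclei were then stained with Hoechst for 40 min and scanned for DNA content.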
# GLP1R cytotox – cytotoxicity counter-screen for GLP-1 receptor inverse agonists | HEK293 cAMP-luciferase reporter cells, luminescence, 24 h | Potency, µM (titrated, usually from 38.3 µM), without a hit: at the highest dose activity change, negative = inhibition, actives largely listed as inhibitors | hit rate 0.13% among 410,000 | AID 624418;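 also: loss of luciferase light is scored as toxicity; % is scaled to controls: 0 for no effect and ±100 for the full control effect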
#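 Compound-treated cells are incubated 24 hr at 37 deg C under 5% CO2 after a 12 hour attachment period, then luciferase detection reagent is added and luminescence is measured following 12 min at room temperature; lowered signal indicates toxicity.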
# GLP-1R inv ag – acts as inverse agonist at human GLP-1 receptor | HEK293 GLP-1R CRE-luciferase, luminescence, 24 h; GLP-1R form is constitutively active | Potency, µM (titrated, usually from 38.3 µM), for inactives: at the top dose activity change, negative = inhibition, usual class: inhibitors | hit rate 1.6% among 410,000 | AID 624417; also: % is scaled to controls: 0 for no effect and ±100 for the full control effect; nearly all actives have a fitted effect of over 55% in size
#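 Seeding at 200 cells/uL, 12 h culture, 24 hr compound treatment, then luciferase reagent and a luminescence read; cells are HEK293 stably expressing a constitutively active GLP-1R plus cAMP-responsive luciferase.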
# The depositor's hits bear a star; ? = inconclusive; nt = not tested or not shown; [ ] = dose if it differs, or a comment. Calls follow the shape of the dose curve; as a rule, active = well fitted curve in the direction sought with a large enough effect; inconclusive = small, poorly fitted or top-dose-only effect, or another doubt; inactive = no such curve, though single readings can be large; an effect the other way counts as inactive or inconclusive. Potency is read from the fitted curve at half-maximal effect.
No.	canonical_smiles	KB-V1 cytotox	GLP1R ag	HT1080 IDH1KD tx	TDP-43 yeast inh	HT1080-NT tox
1	CCC(=O)Nc1ccc(Cl)c(NC(=O)c2c(OC)cccc2OC)c1	3%	13%	7%	-15%[9.22 µM]	12%
2	CC(=O)Nc1ccn(Cc2c(F)cccc2Cl)n1	-20%	0%	19%	10%	7%
3	CCCNC(=O)c1nnsc1Sc1ccc(Cl)cc1	5%	21%	12%	5%	18%
4	COc1ccc(S(=O)(=O)Nc2ccc(-c3cn4c(C)csc4n3)cc2)cc1	0%	17%	nt	17%	nt
5	O=C(Nc1ncccn1)c1cc([N+](=O)[O-])cc([N+](=O)[O-])c1	-27%	13%	21%	?	12%
6	Cc1cc(C)cc(NC(=O)CCC(=O)Nc2cc(C)on2)c1	-18%	2%	-4%	-15%	?
7	Cc1ccc(S(=O)(=O)NC(C(=O)N2CCOCCOCCOCC2)C(C)C)cc1 (stereo not given)	-1%	4%	12%	36%	17%
8	CSc1ccc(C(=O)C2CCCN(C(=O)c3ccsc3)C2)cc1 (stereo not given)	?	26%	11%	?	4%
9	CCOc1ccc(NC(=O)c2ccco2)c([N+](=O)[O-])c1	8%	-2%	?	20%	-20%
10	CCCCC(=O)N(C)c1c(CC)nc2c(OCc3ccc(S(C)(=O)=O)cc3)cccn12	-13%	0%	13%	0%	-15%

No.	KB-3-1 cytotox	SW480 rereplic	GLP1R cytotox	GLP-1R inv ag
1	-3%	-4%	-1%	0%
2	-3%	6%	-3%	4%
3	6%	-5%	5%	?
4	-4%	nt	2%	3%
5	0%	-7%	-1%	20%
6	7%	5%	-6%	?
7	1%	-1%	13%	0%
8	0%	-10%	0%	?
9	14%	?	-22%	33%[activator]
10	0%	nt	1%	14%

# Ordered by heavy-atom count (smallest number first): part of the list above.
No.	canonical_smiles	KB-V1 cytotox	GLP1R ag	HT1080 IDH1KD tx	TDP-43 yeast inh	HT1080-NT tox
2	CC(=O)Nc1ccn(Cc2c(F)cccc2Cl)n1	-20%	0%	19%	10%	7%
3	CCCNC(=O)c1nnsc1Sc1ccc(Cl)cc1	5%	21%	12%	5%	18%
9	CCOc1ccc(NC(=O)c2ccco2)c([N+](=O)[O-])c1	8%	-2%	?	20%	-20%
5	O=C(Nc1ncccn1)c1cc([N+](=O)[O-])cc([N+](=O)[O-])c1	-27%	13%	21%	?	12%
6	Cc1cc(C)cc(NC(=O)CCC(=O)Nc2cc(C)on2)c1	-18%	2%	-4%	-15%	?
8	CSc1ccc(C(=O)C2CCCN(C(=O)c3ccsc3)C2)cc1 (stereo not given)	?	26%	11%	?	4%
1	CCC(=O)Nc1ccc(Cl)c(NC(=O)c2c(OC)cccc2OC)c1	3%	13%	7%	-15%[9.22 µM]	12%
4	COc1ccc(S(=O)(=O)Nc2ccc(-c3cn4c(C)csc4n3)cc2)cc1	0%	17%	nt	17%	nt
7	Cc1ccc(S(=O)(=O)NC(C(=O)N2CCOCCOCCOCC2)C(C)C)cc1 (stereo not given)	-1%	4%	12%	36%	17%
10	CCCCC(=O)N(C)c1c(CC)nc2c(OCc3ccc(S(C)(=O)=O)cc3)cccn12	-13%	0%	13%	0%	-15%

No.	KB-3-1 cytotox	SW480 rereplic	GLP1R cytotox	GLP-1R inv ag
2	-3%	6%	-3%	4%
3	6%	-5%	5%	?
9	14%	?	-22%	33%[activator]
5	0%	-7%	-1%	20%
6	7%	5%	-6%	?
8	0%	-10%	0%	?
1	-3%	-4%	-1%	0%
4	-4%	nt	2%	3%
7	1%	-1%	13%	0%
10	0%	nt	1%	14%

# Next section:
No.	canonical_smiles	KB-V1 cytotox	GLP1R ag	HT1080 IDH1KD tx	TDP-43 yeast inh	HT1080-NT tox
11	FC(F)(F)c1cnc(NNC(=S)Nc2ccccc2)c(Cl)c1	?	5%	-25%	?	-16%
12	CCc1c(C)nc2cc(-c3ccc(OC)cc3)[nH]n2c1=O	?	5%	7%	6%	-2%
13	CC(C)(CC(=O)NCc1ccc(Cl)cc1Cl)CC1=NS(=O)(=O)c2ccccc2N1	?	-3%	nt	-10%	nt
14	C[C@@H]1CN([C@@H](C)CO)S(=O)(=O)c2ccc(Br)cc2O[C@@H]1CN(C)C(=O)NC1CCCCC1	4%	-6%	1%	16%	0%
15	Cc1ccc(-c2nnc(N3CCCCC3)c3ccccc23)cc1S(=O)(=O)NCC1CCCO1 (stereo not given)	6%	9%	?	-15%	?
16	CC(C)NC(=O)Nc1ccc2c(c1)C(=O)N([C@H](C)CO)C[C@H](C)[C@@H](CN(C)Cc1ccc(C(F)(F)F)cc1)OCCCC[C@@H](C)O2	?	3%	-30%	0%	-13%
17	O=C1CC(NCc2cccs2)C(=O)N1c1ccc(Cl)cc1 (stereo not given)	0%	-12%	17%	16%	18%
18	Cc1ccc(C)c(NC(=O)C(C)CC2COCCO2)c1 (stereo not given)	13%	1%	8%	10%	8%
19	CCOC(=O)c1ccc(N2C(=O)c3cccc4c(C(=O)O)ccc(c34)C2=O)cc1	?	-4%	7%	7%	11%
20	CC(C)c1ccc(NC(=O)CN2C=NS(=O)(=O)c3ccccc32)cc1	-5%	nt	nt	18%[9.22 µM]	nt

No.	KB-3-1 cytotox	SW480 rereplic	GLP1R cytotox	GLP-1R inv ag
11	-9%	nt	-19%	?
12	?	-4%	-25%	-10%
13	?	nt	?	8.9µM*
14	6%	nt	9%	11%
15	-5%	1%	1%	4%
16	?	nt	?	?
17	17%	-5%	10%	9%
18	12%	-5%	-6%	0%
19	-2%	-22%	2%	7%
20	-3%	nt	-2%	12%

No.	canonical_smiles	KB-V1 cytotox	GLP1R ag	HT1080 IDH1KD tx	TDP-43 yeast inh	HT1080-NT tox
21	CCOc1ccc2nc(NC(=O)CSc3nnc(-c4ccncc4)n3CC3CCCO3)sc2c1 (stereo not given)	7%	1%	1%	1%	8%
22	CN1/C(=C\C=N\O)C(C)(C)c2ccccc21	1%	5%	20%	-8%[0.397 µM]	7%
23	COc1ccc2oc(=O)c(-c3csc(-c4ccc(Br)cc4)n3)cc2c1	-11%	nt	nt	28%[9.22 µM]	nt
24	O=C(CSc1nnc(C2CC2)n1C1CC1)c1ccccc1F	?	0%	11%	3%	12%
25	CCc1nc2ccccc2c(C(=O)OC2CCOC2=O)c1C (stereo not given)	25%	0%	8%	21%	9%
26	N#Cc1ccc(C(=O)Nc2cccc3cccnc23)c(F)c1	10%	0%	12%	20%	10%
27	CC(=O)NCC(=O)N(Cc1ccco1)C1(C(=O)NC2CCCCC2)CCCCC1	5%	-3%	9%	-25%	10%
28	CCCS(=O)(=O)N1CCC(C(=O)NCCCN2CCC(Cc3ccccc3)CC2)CC1	-12%	0%	-7%	-8%	-1%
29	CCOc1ccc(Br)cc1C1NC(=O)c2c(sc3c2CCN(C)C3)N1 (stereo not given)	2%	nt	nt	7%	nt
30	COc1cccc(C(C(=O)NC2CCCC2)N(C(=O)c2ccco2)c2ccc(-n3cnnn3)c(C)c2)c1OC (stereo not given)	-2%	7%	0%	-19%	1%

No.	KB-3-1 cytotox	SW480 rereplic	GLP1R cytotox	GLP-1R inv ag
21	-2%	-3%	2%	0%
22	2%	5%	-4%	-8%
23	5%	nt	-8%	6%
24	5%	-13%	-7%	5%
25	-3%	-6%	-6%	2%
26	20%	-12%	-12%	6%
27	-2%	3%	-16%	7%
28	-13%	-3%	-10%	-23%
29	2%	nt	11%	0%
30	10%	5%	-10%	-22%

No.	canonical_smiles	KB-V1 cytotox	GLP1R ag	HT1080 IDH1KD tx	TDP-43 yeast inh	HT1080-NT tox
31	COc1ccc(C(=O)NNC(=O)c2ccccc2[N+](=O)[O-])cc1Br	-1%	0%	?	9%	?
32	O=C(Nc1cc(Cl)ccc1-n1cncn1)c1ccc(F)c(S(=O)(=O)N2CCOCC2)c1	-11%	16%	0%	7%	3%
33	COc1ccc(-c2ccc(C(=O)NC(C)C)c3occc23)c(C)c1	-4%	18%	?	28µM*	4%
34	C=C(C)CN(CC)C(=O)CN1C(=O)NC(C)(c2ccc3ccccc3c2)C1=O (stereo not given)	5%	1%	-5%	2%	-7%
35	O=C(NC(=S)N1CCN(c2ccc(F)cc2)CC1)c1ccccc1	?	-4%	-3%	21%	-16%
36	CN(C)/C=N/c1ncc(C(=O)c2ccc(Cl)cc2Cl)s1	?	7%	-16%	?	-8%
37	CNC[C@@H]1OCc2ccccc2-c2c(n(C)c3ccccc23)C(=O)N([C@H](C)CO)C[C@H]1C	-3%	28%	-24%	5%	?
38	O=C(CN1CCN(C(=O)C2CCCO2)CC1)Nc1ccc(F)cc1 (stereo not given)	4%	-2%	1%	13%	6%
39	COc1ccc(-c2ccc(C#N)c(SCC(=O)Nc3sc4c(c3C#N)CCC4)n2)cc1OC	?	12%	6%	?	2%
40	CCc1cccc(NC(=O)Cn2c(=O)n(CCC(=O)NCc3ccccc3Cl)c(=O)c3sccc32)c1	11%	nt	nt	23%	nt
41	COc1ccc(C)cc1NC(=O)CSc1nnc(COc2ccc(C)cc2)n1Cc1ccco1	9.2µM*	-2%	-28%	16µM*	?

No.	KB-3-1 cytotox	SW480 rereplic	GLP1R cytotox	GLP-1R inv ag
31	?	16%	-34%	?
32	0%	-2%	10%	11%
33	0%	nt	-17%	?
34	-1%	0%	-5%	-9%
35	3%	nt	3%	?
36	-3%	1%	19%	-2%
37	10%	nt	6%	?
38	3%	-15%	2%	-29%
39	?	2.1µM*	2%	0%
40	-1%	nt	-2%	5%
41	-21%	?	-10%	?

# Screens from PubChem BioAssay.

# Compounds as they come. About 9.4% of those tested had a hit in this group.
